From PubChem
sdo1 growth = growth rescue of sdo1-depleted yeast, primary screen, S. cerevisiae, bone marrow failure model | S. cerevisiae sdo1-depleted JHY4D growth rescue, OD600 30 h; stronger effect = higher value; pdr5 snq2 efflux-pump mutant strain | z-score at 10 µM | hit rate 0.21% among 140,000;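 active means z-score above 3 at both the 24 hr and the 30 hr optical density reads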;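 further: z-score against mean and SD of all compound wells on the same plate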
INS promoter inh = inhibitors of insulin promoter-driven GFP, primary screen, imaging, TRM-6 cells (human fetal islet line), eGFP reporter, cell count; reporter expression induced with tamoxifen; inhibition, % at 2 µM; hit rate 0.9% among 130,000; AID 1273, 2008;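 active means inhibition above the mean plus 3 SD, with well images judged a real hit on visual review, cut at about 60% in these data, passing the limit was not always enough; inconclusive means inhibition over the cutoff but images rejected on review; inactive means inhibition not above the cutoff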
sdo1 growth Rescue 24 h = second read-out of sdo1 growth, no call of its own (marks repeat the call); z-score; S. cerevisiae sdo1-depleted JHY4D growth rescue, OD600; measured here: growth rescue at 24 h;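 0 is the plate mean of compound wells and units are plate SD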
The depositor's hits bear a star; ? = inconclusive; · = no result given.

SMILES	sdo1 growth	sdo1 growth Rescue 24 h	INS promoter inh
Cc1ccc(-n2c(N)c(C(=O)Nc3c(C)n(C)n(-c4ccccc4)c3=O)c3nc4ccccc4nc32)cc1	-1.24	-0.4	33.3
CCOC(=O)N1CCN(Cc2nc3c(c(=O)[nH]c(=O)n3C)n2CCCc2ccccc2)CC1	-0.28	-0.67	27.3
COc1ccnc(CSC(N)=Nc2ccccc2OC)c1	0.23	-0.2	-33.3
COc1ccc(OC)c(CNC(=O)CCNC(=O)Cn2ccc3ccccc3c2=O)c1	0.14	0.18	·
COc1cc2c(cc1OC)C(Nc1ccccc1)=NC(C)(C)C2	0.78	1.28	42.9
O=S(=O)(c1cc(Cl)cc(Cl)c1)N1CCCC1c1nc2ccccc2s1 (stereo unspecified)	-1.05	-0.8	0.0
CCN1CCN(Cc2nc(N)nc(Nc3ccc(C)c(C)c3)n2)CC1	1.37	-0.14	·
CS(=O)(=O)Nc1cccc(C2=NN(S(C)(=O)=O)C(c3ccc4c(c3)OCO4)C2)c1 (stereo unspecified)	0.14	0.36	-17.6
COc1cc(NC(=O)COC(=O)C2CC2)c(C)cc1[N+](=O)[O-]	0.32	-0.49	6.7
COC(=O)C1CC(O)CN1C(=O)c1ccco1 (stereo unspecified)	1.92	1.65	-16.1
Cc1noc(C)c1Cc1ccc(O)cc1	1.04	0.42	25.0
CO/N=C/CC(=O)c1cnc(-c2ccc(Cl)cc2)s1	·	·	66.7
CN(Cc1ccccc1)S(=O)(=O)c1ccc(NC(=S)NC(=O)C2CCCCC2)cc1	0.18	0.7	·
C/C(=N/NC(=O)Nc1ccccc1)c1ccc(C)cc1	0.03	0.79	0.0
CC(=O)N1CCc2c(sc3c2c(=O)n(-c2ccccc2)c(=O)n3Cc2ccccc2Cl)C1	-0.58	-0.38	-53.6
Cc1ccc(C2=NNC(c3cccc(F)c3)S2)cc1 (stereo unspecified)	·	·	-25.0
O=C(COC(=O)CCc1c[nH]c2ccccc12)NC1CCS(=O)(=O)C1 (stereo unspecified)	0.39	0.64	13.5
CC(C)(C)C(=O)Nc1cc(C(F)(F)F)ccc1N1CCOCC1	0.01	-0.2	44.2
CCS(=O)(=O)n1nc(-c2ccc(Cl)cc2)nc1SCc1ccccc1	-1.31	-1.23	-43.8
CCN1CCN(CCCNC(=O)CCc2nc(-c3ccc(OC)cc3)no2)CC1	·	·	-20.0
CCOC(=O)N1CCC(NC(=O)CCC(=O)N2CC(C)Oc3ccc(C)cc32)CC1 (stereo unspecified)	0.92	1.28	-18.2
CCOCC(=O)OCC(=O)Nc1cc(OC)c([N+](=O)[O-])cc1C	·	·	-63.6
COCCNc1nc2ccccc2nc1NS(=O)(=O)c1ccc(C)cc1C	0.01	0.01	15.6
COc1ccccc1NC(=O)C(C)Nc1ccc(C)c(Cl)c1 (stereo unspecified)	·	·	-28.6
CCn1c(SCC(=O)Nc2ccccc2C(=O)OC)nnc1-c1cccc(C)c1	-0.46	0.33	16.1

Complete entries from above. Order of screens: sdo1 growth	sdo1 growth Rescue 24 h	INS promoter inh
CC(C)(C)C(=O)Nc1cc(C(F)(F)F)ccc1N1CCOCC1 reads 0.01	-0.2	44.2
CCn1c(SCC(=O)Nc2ccccc2C(=O)OC)nnc1-c1cccc(C)c1 reads -0.46	0.33	16.1
COc1ccc(OC)c(CNC(=O)CCNC(=O)Cn2ccc3ccccc3c2=O)c1 reads 0.14	0.18	·
COC(=O)C1CC(O)CN1C(=O)c1ccco1 (stereo unspecified) reads 1.92	1.65	-16.1
Cc1ccc(C2=NNC(c3cccc(F)c3)S2)cc1 (stereo unspecified) reads ·	·	-25.0

Next part
SMILES	sdo1 growth	sdo1 growth Rescue 24 h	INS promoter inh
CCOC(=O)N1CCN(C(=O)C2CC(c3ccc(F)cc3)=NO2)CC1 (stereo unspecified)	-0.09	0.13	·
COc1ccc(CCNC(=O)C2CCN(S(=O)(=O)c3ccc(Cl)cc3)CC2)cc1OC	-0.49	-0.6	-12.5
COc1ccc(CC(=O)Nc2cccc(-c3ccc4nnc(C)n4n3)c2)cc1	·	·	0.0
Cc1ccc(NC(=S)N2CCN(CCN3C(=O)c4cccc5cccc(c45)C3=O)CC2)cc1	-1.78	-1.57	-2.9
O=C(O)C1CC(c2ccc(F)cc2)=NO1 (stereo unspecified)	1.14	1.53	-45.5
CN(C)/C=C/C(=O)c1cnc2n(c1=O)CCS2	·	·	42.9
CCOc1ccc(N2C(=O)CN(C)C2=S)cc1	0.47	-0.09	12.8
CC(=O)N1CCCc2cc(S(=O)(=O)Nc3ccc4c(c3)OCO4)ccc21	0.33	-0.31	·
O=C(NC1CCCC1)C1CCCN1C(=O)Nc1ccccc1Cl (stereo unspecified)	0.4	0	-18.8
Cc1cc(NCc2ccc(F)cc2Cl)n2nnnc2n1	0.6	0.86	-53.9
Cn1c(=O)c2ncn(CC(=O)N/N=C/c3ccco3)c2n(C)c1=O	0.45	0.71	-10.0
Cc1cccc2cc3c(nc12)SC(=NCC1CCCO1)N(Cc1ccco1)C3 (stereo unspecified)	-0.99	-0.44	·
COc1ccc(NC(=O)c2cccc(F)c2)cc1Cl	-0.06	-0.55	17.4
c1ccc2c(c1)c1ccccc1n1c(-c3ccc4c(c3)OCO4)nnc21	-1.87	-1.37	-93.3
O=C1CSc2ccc(C(=O)NCCC3=CCCCC3)cc2N1	-0.67	-0.57	25.7
O/N=C1/C2C3CC4C5C3C1C5C1(OCCO1)C42 (stereo unspecified)	0.13	-0.66	28.6
COc1ccc(OC)c(NC(=O)C2CCCN2C(=O)OCc2ccccc2)c1 (stereo unspecified)	-0.33	-0.54	·
CCCOc1ccc(C(=O)NC(=S)NCc2cccnc2)cc1	-0.81	-0.26	-50.0
CC(Oc1ccc(Cl)cc1)c1ccnn1S(=O)(=O)c1ccc(Cl)cc1 (stereo unspecified)	-0.32	-0.41	-66.7
O=C(NC1CCS(=O)(=O)C1)c1cccc(S(=O)(=O)N2CCCCC2)c1 (stereo unspecified)	0.88	0.63	-37.5
CCc1ccc2[nH]c(=O)c(CN(CCCN3CCOCC3)C(=O)Nc3ccc(Cl)cc3)cc2c1	0.64	1.68	·
COc1ccc(NC(=O)N(CCc2ccccc2)Cc2cc3c(C)cc(C)cc3[nH]c2=O)cc1	-1.34	-1.2	0.0
CCCc1c(C)c2cc(C)ccc2[nH]c1=O	0.82	0.47	-9.7
CC1(C)Cc2c(cnn2-c2ccccc2)-c2c1c1ccccc1n2CC(O)CBr (stereo unspecified)	-0.92	-0.54	-25.6
COCCn1c(=NC(=O)c2cccs2)sc2cc(NC(C)=O)ccc21	0.81	0.68	·
More structures follow.
SMILES	sdo1 growth	sdo1 growth Rescue 24 h	INS promoter inh
O=C(Nc1ccc2c(c1)OCO2)c1ccc(NC2CC2)c([N+](=O)[O-])c1	-0.49	0.94	-3.2
c1ccc(CCc2nc(-c3ccccn3)no2)cc1	0.07	-0.4	-32.3
O=c1c2nccnc2[nH]c(=S)n1Cc1ccccc1	·	·	18.2
COc1nccnc1NS(=O)(=O)c1ccc(NS(=O)(=O)c2ccc(NC(C)=O)cc2)cc1	0.02	-0.4	3.2
NNC(=O)c1ccncc1	0.42	0.04	-9.5
COC(=O)C1(C)NC(c2ccc(O)cc2)C2C(=O)N(c3ccc4c(c3)OCCO4)C(=O)C21 (stereo unspecified)	0.91	0.95	·
COC(=O)C1C(=O)CC(C)(O)C(C(=O)OC)C1c1ccccc1F (stereo unspecified)	0.25	0.26	-172.2
CC(C)c1nnc(NC(=O)CCC(=O)N2CCN(C3c4ccccc4-c4ccccc43)CC2)s1	-1.83	-1.32	·
Cc1ccc(S(=O)(=O)Cn2nnnc2CN2CCN(Cc3ccc4c(c3)OCO4)CC2)cc1	0.11	0.25	22.2
O=C(NC12CC3CC(CC(C3)C1)C2)N1CCC(O)(c2ccc3c(c2)OCO3)CC1	-1	-0.88	·
COC(=O)c1ccccc1S(=O)(=O)N1CCC(c2nc3ccccc3o2)CC1	-0.53	-0.45	-44.7
C=CCNC(=S)NNC(=O)c1ccc(OCCC)cc1	0.86	1.11	-10.5
Clc1ccc(Cc2noc(Cc3ccccc3)n2)cc1Cl	-0.75	-1.12	29.4
O=C(CCS(=O)(=O)Cc1ccc(Cl)cc1)NCCCN1CCOCC1	0.66	-0.23	28.1
O=C(NCc1ccccn1)c1cc2ccccc2oc1=O	1.07	-0.02	39.3
CCN(CC)c1ccc(NC(=O)c2ccc(Br)o2)cc1	-0.81	-1.09	·
O=C(Nc1ccc(Cl)c(S(=O)(=O)N2CCOCC2)c1)c1cn2ccccc2n1	·	·	-50.0
Cc1ccc2c(N)c(C(=O)N(c3ccccc3)c3ccccc3)sc2n1	-1.27	-1.63	62.5
C/C(=N\N=C\c1ccc(N(C)C)cc1)c1cccc([N+](=O)[O-])c1	-0.05	-0.22	26.7
CCOC(=O)c1nn(-c2ccc(OCC)cc2)c2nc(CC(C)C)c(C#N)c(=O)n12	-0.93	0.27	-94.4
COc1ccc(C(=O)COC(=O)CCN2C(=O)C3C4CC(C(Br)C4Br)C3C2=O)cc1 (stereo unspecified)	-1.04	-1.07	-2.3
C[C@H](NC(=O)OC(C)(C)C)c1nnc(SCC(=O)c2ccc(Cl)cc2)o1	-0.75	-0.53	13.3
O=C(CSc1nnc(-c2ccc(Cl)cc2)n1-c1ccc(Cl)cc1)N/N=C/c1ccco1	-0.23	0.46	-67.7
CCN(CC)S(=O)(=O)c1cc(NS(=O)(=O)c2cccc(Cl)c2Cl)ccc1C	-0.7	-0.69	3.3
Cc1ccc(C2C3=C(CC(C)(C)CC3=O)NC3=C2C(=O)c2ccccc23)cc1 (stereo unspecified)	0.24	0.66	-316.7
(next part)
SMILES	sdo1 growth	sdo1 growth Rescue 24 h	INS promoter inh
C/C=C/c1ccc(OCCN2C(=O)NC(C)(C)C2=O)c(OC)c1	0.28	-0.26	43.8
CC(C)CNc1nc(Oc2ccc(=O)[nH]n2)nc(N(C)C)n1	0.62	0.52	40.9
O=C(Cn1cnnn1)OCC(=O)c1ccc(Cl)s1	1.05	0.5	42.9
O=C(NCc1ccccc1)N(Cc1cc2cc3c(cc2[nH]c1=O)OCCO3)CC1CCCO1 (stereo unspecified)	0.44	0.7	·
CCOc1ccc(/C(CC)=N/NC(=O)C2(C)CC2(Br)Br)cc1 (stereo unspecified)	-0.34	-0.68	33.3
CCCCN1C(=O)C(O)(CC(=O)c2c(C)n[nH]c2C)c2cc(Br)ccc21 (stereo unspecified)	-0.41	-0.17	-27.3
O=C(Nc1cccc(C(F)(F)F)c1)c1cccnc1NCCc1ccccc1	-1.64	-1.12	·
Cc1nnc(NC(=O)C2CCN(c3nnnn3-c3ccccc3)CC2)s1	1.23	1.18	40.0
Cn1nnnc1SCC(=O)NCc1ccc2c(c1)OCO2	·	·	-33.3
COc1ccc(CNC(=O)c2cnccn2)cc1	-0.67	-1.58	0.0
COc1ccc(C(C(=O)NCc2ccccc2)N(Cc2ccc3c(c2)OCO3)C(=O)c2cnccn2)cc1 (stereo unspecified)	0.1	-0.18	?
O=C(Cn1ncc2c1-c1ccccc1OC2)Nc1cccc(Cl)c1	-1.27	-0.72	·
C/C(=N\NC(=O)c1ccc(NS(=O)(=O)c2cccs2)cc1)c1ccc2ccccc2c1	0.3	0.75	-157.1
O=C(NN1C(=O)C2C3C=CC(O3)C2C1=O)c1ccncc1 (stereo unspecified)	0.24	-0.88	10.3
Cc1cc(N2CCCCCC2)nc2ccccc12	1.48	1.14	·
CCOC(=O)C/C(N)=N/NC(=O)c1ccc(Cl)cc1Cl	·	·	-47.1
Cc1cccn2cc(CNc3ccccc3)nc12	0.19	-0.01	36.4
CCNc1nc(NC(C)C)nc(SCCOc2ccc(C)cc2)n1	-0.62	-0.68	-10.8
NS(=O)(=O)c1ccc(CNC(=O)c2csc3c2CCCC3)cc1	·	·	-71.4
CC1(C)OC(=O)C(=CNC(CCC(N)=O)C(=O)O)C(=O)O1 (stereo unspecified)	0.25	0.26	52.4
CCOC(=O)Cc1csc(NC(=O)CSc2nnc(-n3nc(C)cc3C)c3ccccc23)n1	0.2	-0.17	·
O=C1C2CCCN2C(c2ccco2)N1c1ccc(F)cc1 (stereo unspecified)	·	·	15.4
CN1CCN(CC2(O)CCN(S(=O)(=O)c3ccc(Cl)cc3)CC2)CC1	·	·	11.8
COc1cc(C(O)P(=O)(OC(C)C)OC(C)C)cc(OC)c1OC (stereo unspecified)	0.22	-0.06	-14.7
COc1nc(NCC(C)C)nc(Oc2ccc(=O)n(-c3ccccc3)n2)n1	-0.5	-1.25	·

A draw from above in order of number of heavy atoms, highest first:
SMILES	sdo1 growth	sdo1 growth Rescue 24 h	INS promoter inh
O=C(Nc1cccc(C(F)(F)F)c1)c1cccnc1NCCc1ccccc1	-1.64	-1.12	·
CN1CCN(CC2(O)CCN(S(=O)(=O)c3ccc(Cl)cc3)CC2)CC1	·	·	11.8
Cc1cc(N2CCCCCC2)nc2ccccc12	1.48	1.14	·

Individual results from the entries so far:
O=C(NN1C(=O)C2C3C=CC(O3)C2C1=O)c1ccncc1 (stereo unspecified) in sdo1 growth has 0.24
COc1ccc(CNC(=O)c2cnccn2)cc1 in INS promoter inh has 0.0

Continued:
SMILES	sdo1 growth	sdo1 growth Rescue 24 h	INS promoter inh
Cc1nn(CC(=O)Nc2ccc(C(=O)N3CCCC3)cc2)c(=O)c2ccccc12	0.96	0.13	·
CN(C)S(=O)(=O)c1cccc(NC(=S)N/N=C/C(c2ccccc2)c2ccccc2)c1	0.21	-0.05	16.7
CCOc1ccc(NC2=C(Cl)C(=O)N(Cc3ccccc3)C2=O)cc1	-0.12	0	41.9
COc1ccc(-n2cccc2C=O)cc1OC	0.77	-0.23	-29.3
Nc1nc(SCC(=O)c2ccc(Br)s2)n[nH]1	·	·	-10.0
CC(=O)Nc1ccc2c(c1)nc(CN1CCCC1)n2C	0.07	-0.28	64.3
